# Bioassay records: PubChem, Johns Hopkins Ion Channel Center
# KCNQ1 act = potentiates or activates the human KCNQ1 potassium channel; P51787; CHO-K1 KCNQ1, thallium flux FluxOR fluorescence; stronger effect = higher value; B-score at 10 µM; actives 0.35% (n = 310,000);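 active = fluorescence ratio B-score, a plate-corrected score, at least three library SD, with initial intensity B-score within 5 SD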
# Target sequence (P51787 whole entry, looked up): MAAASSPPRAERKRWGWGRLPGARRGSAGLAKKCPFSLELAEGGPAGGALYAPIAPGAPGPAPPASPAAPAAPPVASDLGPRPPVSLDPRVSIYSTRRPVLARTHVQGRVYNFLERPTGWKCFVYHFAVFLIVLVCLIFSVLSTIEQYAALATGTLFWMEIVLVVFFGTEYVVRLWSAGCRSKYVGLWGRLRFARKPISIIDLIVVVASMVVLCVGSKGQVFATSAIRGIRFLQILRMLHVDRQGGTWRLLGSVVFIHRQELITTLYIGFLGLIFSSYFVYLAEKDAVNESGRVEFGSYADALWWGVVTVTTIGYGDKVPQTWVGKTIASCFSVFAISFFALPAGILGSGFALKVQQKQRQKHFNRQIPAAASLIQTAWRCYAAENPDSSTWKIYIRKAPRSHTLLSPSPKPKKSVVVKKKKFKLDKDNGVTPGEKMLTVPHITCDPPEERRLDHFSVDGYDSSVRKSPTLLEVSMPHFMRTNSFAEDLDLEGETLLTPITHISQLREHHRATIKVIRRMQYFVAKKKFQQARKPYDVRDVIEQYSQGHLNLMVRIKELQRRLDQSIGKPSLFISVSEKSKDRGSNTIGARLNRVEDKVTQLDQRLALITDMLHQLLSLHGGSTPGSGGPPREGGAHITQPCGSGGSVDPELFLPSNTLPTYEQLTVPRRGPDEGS
#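 Assay system: stable KCNQ1 CHO-K1 line; medium: assay buffer, equal DMSO in all wells; timing: 90 min dye loading and 20 min compound exposure, both at room temperature; technique: kinetic FluxOR thallium fluorescence, 10-s 1-Hz baseline, 110-s post-stimulus read; read-out basis: B score of baseline-normalized fluorescence ratio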
# MrgX1 allo act = human MrgX1 positive allosteric modulation, primary screen; MrgX1-HEK293, Fluo-4 calcium flux, FDSS; stronger effect = higher value; B-score at 10 µM; actives 0.63% (n = 310,000);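 active = plate-corrected calcium response at least 3 library SD above typical, normal starting fluorescence, not activating the receptor alone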;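 also: compound read alongside a low EC10 to EC30 dose of BAM8-22 agonist; peak minus trough fluorescence over baseline measured at the second addition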
# ANO1 activ = activators or potentiators of mouse TMEM16A chloride channel | B-score at 10 µM | actives 0.3% (n = 340,000) | AID 623877 | HEK293 TMEM16A/YFP-H148Q/I152L, iodide quench fluorescence; stronger effect = lower value | Q8BHY3;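 active = fluorescence-ratio B-score plate-corrected deviation score at least 3 library SD below zero, with starting fluorescence score within 5 deviations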;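 also: channel opened by trigger with iodide after compound preincubation; score built on the fluorescence ratio of max minus min over baseline; more negative score means more quench and so TMEM16A activation or potentiation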
# TMEM16A inh = mouse TMEM16A channel inhibition, primary screen; normalized B-score (activity score, 25-100; higher = stronger inhibition) at 10 µM; HEK293 TMEM16A/YFP iodide influx fluorescence, ionomycin; AID 588511; actives 1.2% (n = 310,000); Q8BHY3;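 active = ratio plate-corrected score three or more library SD toward inhibition, starting fluorescence score within five deviations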;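 also: score derived from kinetic fluorescence span divided by baseline fluorescence per well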
# KCNK3 block = human KCNK3 channel inhibition, primary screen | actives 0.84% (n = 340,000) | O14649 | CHO-KCNK3 thallium flux, FluxOR fluorescence; stronger effect = lower value | B-score at 10 µM;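 active = B-score under library mean minus 4 SD, starting fluorescence ratio at most library mean plus 5 SD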;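 also: more negative B-score means stronger inhibition of thallium flux through KCNK3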
# KCNK9 inh = inhibitors of human KCNK9 two-pore domain potassium channel; Q9NPC2; HEK293 KCNK9, FluxOR thallium flux fluorescence; stronger effect = lower value; B-score at 10 µM; actives 1.2% (n = 310,000);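 active = ratio B-score over 3 SD below the library mean, with starting fluorescence within 5 SD of its mean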;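 also: negative B-score means less thallium flux so channel inhibition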
# Target sequence (Q9NPC2 whole entry, looked up, the tested form may be a part): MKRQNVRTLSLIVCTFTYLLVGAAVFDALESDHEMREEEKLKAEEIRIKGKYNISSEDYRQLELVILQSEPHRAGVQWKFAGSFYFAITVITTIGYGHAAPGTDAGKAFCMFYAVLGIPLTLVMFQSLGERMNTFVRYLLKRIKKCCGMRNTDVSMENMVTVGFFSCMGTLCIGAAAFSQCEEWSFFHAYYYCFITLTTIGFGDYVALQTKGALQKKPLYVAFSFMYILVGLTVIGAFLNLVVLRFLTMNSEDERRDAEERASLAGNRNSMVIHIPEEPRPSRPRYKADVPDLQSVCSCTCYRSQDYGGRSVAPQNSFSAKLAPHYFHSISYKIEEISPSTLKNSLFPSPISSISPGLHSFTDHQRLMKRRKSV
# MrgX1 agonist = agonists of human MrgX1 receptor; MrgX1-HEK293 cells, Fluo-4 calcium fluorescence, agonist mode; stronger effect = higher value; B-score at 10 µM; actives 0.44% (n = 310,000);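 active = calcium response B-score plate-corrected fluorescence ratio at least 3 library SD, with starting fluorescence B-score inside 5 SD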
#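 Assay system: MrgX1-expressing HEK293 cells / Amount: fifteen thousand cells per well / Doses: test compound in the initial addition of three / Timing: cells plated overnight, dye loaded 0.5 h 37 °C, 0.5 h room temperature / Technique: kinetic calcium dye fluorescence, Fluo-4 NW / Control set: positive and negative controls per plate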
# RGS4 pot = RGS4 potentiation or activation; HEK293 M3R/inducible RGS4, carbachol calcium flux Fluo4; stronger effect = lower value; B-score at 10 µM; actives 0.92% (n = 310,000);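 active = B-score of the integrated calcium signal more than 4 SD below the library mean, with starting fluorescence not abnormally high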;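 also: negative B-score means reduced calcium response which marks RGS4 activation or potentiation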
#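 test system = HEK293 cells with stable M3R and inducible RGS4 | schedule = recording 10 s baseline at 1 Hz, 100 s post-agonist | technique = Fluo4-AM (2 µM) calcium-flux fluorescence, kinetic read | measure = Agonist-evoked peak-minus-minimum fluorescence over baseline, integrated ratio, B score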
# RGS4 block = human RGS4 inhibition; actives 0.45% (n = 310,000); AID 463165; HEK293 M3R/RGS4 inducible, Fluo-4 calcium flux; stronger effect = higher value; triggered by carbachol at its EC20; P49798; B-score at 10 µM;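 active = B-score, a plate-corrected calcium signal, over three deviations above library mean, with baseline fluorescence within five deviations of library mean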;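 also: RGS4 expression induced by doxycycline in cells with stable M3 receptor; B-score is computed from the integrated fluorescence ratio over baseline after carbachol; higher B-score means a larger calcium signal and so more RGS4 inhibition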
# KCNQ1 inh = human KCNQ1 channel inhibition; actives 1.3% (n = 310,000); CHO-K1 KCNQ1, FluxOR thallium flux fluorescence; stronger effect = higher value; AID 2642; B-score at 10 µM;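 active = compounds whose thallium flux B-score, printed positive for inhibition, exceeds three library SD while starting fluorescence stays within three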;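 also: channel opened by potassium depolarization with thallium stimulus after 20 min compound exposure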
# hERG rescue = compounds protecting human hERG from proarrhythmic drug block; CHO-hERG, FluxOR thallium flux, dofetilide IC70 present; activation (rescue from dofetilide block), less the hit threshold, % at 10 µM; actives 0.51% (n = 310,000); AID 1511;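 active = activation above the mean of controls blocked by dofetilide plus 5 SD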;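 also: thallium influx through hERG after potassium depolarization seen as dye fluorescence rise; in these data hits start at about 4.7%; inactives centre near -7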
# * = called active by the depositor; i = inactive; nt = not tested or not shown.
SMILES,KCNQ1 act,MrgX1 allo act,ANO1 activ,TMEM16A inh,KCNK3 block,KCNK9 inh,MrgX1 agonist,RGS4 pot,RGS4 block,KCNQ1 inh,hERG rescue
CC(=O)N1CC(C)Oc2ccc(S(=O)(=O)NC(CC(=O)O)c3ccccc3C)cc21 (centres undefined),i,i,i,i,i,i,i,i,i,i,-5.3
COc1ccc(N2CC(C(=O)N3CCC(c4nc5ccccc5[nH]4)CC3)CC2=O)cc1 (centres undefined),i,i,i,i,i,i,i,i,i,i,1.5
O=C(CN1CCN(C(=O)c2ccco2)CC1)Nc1ccccc1,i,i,i,i,i,i,i,i,i,i,-6.0
COc1cccc(NC(=O)C2CC(=O)N=C(N)S2)c1 (centres undefined),i,i,i,i,i,i,i,i,i,i,-5.1
O=C(CSc1ccc(F)cc1)Nc1ccccc1Br,i,i,i,i,i,i,i,i,i,i,-5.1
COc1ccc(N(CC(=O)NCC(C)C)S(=O)(=O)c2ccccc2)cc1,i,i,i,i,i,i,i,i,i,i,-1.7
CCOC(=O)C1=C(C)C(c2ccccc2O)NC(=O)N1 (centres undefined),i,i,i,i,i,i,i,i,i,i,-20.6
O=C(Oc1cccc(N2C(=O)CCC2=O)c1)C1CC(=O)N(c2ccc(Br)cc2)C1 (centres undefined),i,i,i,i,i,i,i,i,i,i,-10.0
COc1cc(C2NC(=S)NC(O)(C(F)(F)F)C2C(=O)c2cccs2)cc(OC)c1O (centres undefined),i,i,i,i,i,i,i,i,i,i,-0.5
CCc1ccc(Nc2cc(C)nc3nc(C)nn23)cc1,i,i,i,i,i,i,i,i,i,i,-2.6
CC(=O)Nc1ccc(S(=O)(=O)N(C)c2nc3ccccc3nc2Cl)cc1,i,i,i,i,i,i,i,i,i,i,-6.8
CCOc1ccccc1N1C(=O)CN(Cc2ccc(OC)c(OC)c2)C1=S,i,i,i,i,i,i,i,i,i,i,-4.4
Cc1ccc(C(=O)/C=C/c2ccc(F)cc2)o1,i,i,i,i,i,i,i,i,i,i,-8.0
COc1ccc(CNC(=S)NCc2ccc(Cl)cc2)cc1OC,i,i,i,i,i,i,i,i,i,i,-6.0
CCOc1cc(C(=O)OCc2ccc([N+](=O)[O-])cc2)ccc1OCC(=O)N1CCOCC1,i,i,i,i,i,i,i,i,i,i,-18.7
Cc1cccc(N2CCN(C(=O)c3ccc(NC4=NC5CS(=O)(=O)CC5S4)cc3)CC2C)c1 (centres undefined),i,i,i,i,i,i,i,i,i,i,-13.5
COc1ccc(C(CC(=O)N2CCCC2)c2ccc(F)cc2)cc1 (centres undefined),i,i,i,i,i,i,i,i,i,i,1.9
COc1ccc(NC(=O)COC(C)=O)cc1Cl,i,i,i,i,i,i,i,i,i,i,-6.0
Cc1ccc(S(=O)(=O)N(NC2=NS(=O)(=O)c3ccccc32)C(=O)c2ccccc2)cc1,i,i,i,i,i,i,i,i,i,i,-11.9
O=S1(=O)N=C(N2CCc3ccccc3C2)c2ccccc21,i,i,i,i,i,i,i,-7.41*,i,i,-11.7
Cc1ccc(-n2nc3c(N4CCC(C(=O)N5CCN(C)CC5)CC4)nnc(C)c3c2C)cc1,i,i,i,i,i,i,i,i,i,i,-6.0
Nc1c(C(=O)N/N=C/c2cccnc2)cnn1-c1ccccc1,i,i,i,i,i,i,i,i,i,i,-5.8
COc1cc(C(=O)OCC(C)=O)c([N+](=O)[O-])cc1OC,i,i,i,i,i,i,i,i,i,i,-16.0
CC(c1ccccc1)n1c(N2CCNCC2)nc2c1c(=O)[nH]c(=O)n2C (centres undefined),i,i,i,i,i,i,i,i,i,i,-3.9
COc1cc(OC)c(NC(=O)C2CCCO2)cc1Cl (centres undefined),i,i,i,i,i,i,i,i,i,i,-6.6
O=C(CNC(=O)c1ccco1)OC(C(=O)c1ccccc1)c1ccccc1 (centres undefined),i,i,i,i,i,i,i,i,i,i,-5.8
Cn1c(=O)oc2cc(S(=O)(=O)N3CCN(c4cccc(Cl)c4)CC3)ccc21,i,i,i,i,i,i,i,i,i,i,-6.5
CCCOc1ccc(Cn2c(O)cc(=O)[nH]c2=O)cc1,i,i,i,i,i,i,i,i,i,i,-7.8
CC1OC(Nc2ccc(N=Nc3ccccc3)cc2)C(O)C(O)C1O (centres undefined),i,i,i,i,i,i,i,i,i,i,-11.9
O=C1CC(c2ccccc2)Cc2nc3nc(C(F)(F)F)nn3cc21 (centres undefined),i,i,i,i,i,i,i,i,i,i,-2.2
CCCCC(=O)NCc1ccc(F)cc1,i,i,i,i,i,i,i,i,i,i,0.5
Cc1ccc(SCCN)cc1C,i,i,i,i,i,i,i,i,i,i,-4.4
O=c1nc2n(c3ccc([N+](=O)[O-])cc13)CCCCC2,i,i,i,i,i,i,i,i,i,i,-16.8
Fc1ccc(/C=N/NC(=S)Nc2ccc(Cl)cc2Cl)cc1,i,i,i,i,i,i,i,i,i,i,-2.9
CC(C)(C)Nc1nc(SCC(=O)Nc2ccccc2)nc(N2CCOCC2)n1,i,i,i,i,i,i,i,i,i,i,0.5
COC(=O)NC1(C(F)(F)F)NC(=O)N(C2CCCCC2)C1=O (centres undefined),i,i,i,i,i,i,i,i,i,i,-6.0
COc1ccccc1N1CCN(CC(=O)NC(=O)NCc2ccco2)CC1,i,i,i,i,i,i,i,i,i,i,-7.6
CC(NC(=O)Cc1cccc(C(F)(F)F)c1)c1ccc(F)cc1 (centres undefined),i,i,i,i,i,i,i,i,i,i,-11.0
Cc1ccc(-c2ocnc2C(=O)Nc2ccccc2C(=O)N2CCCC2)cc1,i,i,i,i,i,i,i,i,i,i,-4.9
COCCCNC(=O)c1c(NC(=O)c2cccs2)sc2c1CCCC2,i,i,i,i,i,i,i,i,i,i,-3.8
COC(=O)c1cc(NC(=O)Cc2cccs2)cc(C(=O)OC)c1,i,i,i,i,i,i,i,i,i,i,-2.3
Oc1c(C(c2ccccc2)N2CCc3ccccc3C2)sc2ncnn12 (centres undefined),i,i,i,i,i,i,i,i,i,i,-11.4
Cn1c(=O)c(/C=C/c2ccccc2)nc2ccccc21,i,i,i,i,i,i,i,i,i,i,-10.6
COC(c1ccccc1)c1nnc(CCC(=O)NCCC(C)C)o1 (centres undefined),i,i,i,i,i,i,i,i,i,i,-9.8
Cc1ccc(NC2CCCN(C(=O)CN3C(=O)c4ccccc4C3=O)C2)cc1C (centres undefined),i,i,i,i,i,i,i,i,i,i,-8.1
O=C(Nc1nnc(-c2ccncc2)s1)Nc1ccccc1F,i,i,i,i,i,i,i,i,i,i,-13.9
CCCCn1cc([N+](=O)[O-])nc1C,i,i,i,i,i,i,i,i,i,i,-2.8
CSc1ccccc1OCc1cc(C(=O)N(C)Cc2nonc2C)no1,i,i,i,i,i,i,i,i,i,i,-9.2
O=C(CCCn1cnc([N+](=O)[O-])n1)Nc1cccc2ccccc12,i,i,i,i,i,i,i,i,i,i,-7.4
Cn1nc2c(c1C(=O)O)CCCC2,i,i,i,i,i,i,i,i,i,i,-6.3
COc1ccc(S(=O)(=O)NCCc2csc(-c3cccnc3)n2)cc1,i,i,i,i,i,i,i,i,i,i,-5.5
CCn1c(=O)c(=O)n(CC)c2cc(S(=O)(=O)Nc3cc(C)ccc3C)ccc21,i,i,i,i,i,i,i,i,i,i,-8.5
Cc1ccc2nc(-c3ccc(NC(=S)NC(=O)C(C)C)cc3)sc2c1,i,i,i,i,i,i,i,i,i,i,-7.5
O=C(CS(=O)c1cccc(Cl)c1)Nc1ccccc1Cl (centres undefined),i,i,i,i,i,i,i,i,i,i,-7.0
CC1CN(C(=S)Nc2cccc(Cl)c2Cl)CC(C)O1 (centres undefined),i,i,i,i,i,i,i,i,i,i,-4.3
O=C(O)CSc1c(-c2ccccc2)[nH]c2ccccc12,i,i,i,i,i,i,i,i,i,i,-8.4
Cc1cc(C(=O)CN2C(=O)c3ccccc3S2(=O)=O)c(C)n1-c1ccccc1,i,i,i,i,i,i,i,i,i,i,-7.6
O=C(COc1ccc(C(F)(F)F)cc1[N+](=O)[O-])Nc1cccc(C(F)(F)F)c1,i,i,i,i,i,i,i,i,i,i,-11.3
CCOC(=O)c1ccc(NS(=O)(=O)CC)cc1,i,i,i,i,i,i,i,i,i,i,-8.8
O=C(CNS(=O)(=O)c1cccs1)N1CCN(c2ccccc2F)CC1,i,i,i,i,i,i,i,i,i,i,-4.2

# Retrieved by compound from the list above, 2 records:
SMILES,KCNQ1 act,MrgX1 allo act,ANO1 activ,TMEM16A inh,KCNK3 block,KCNK9 inh,MrgX1 agonist,RGS4 pot,RGS4 block,KCNQ1 inh,hERG rescue
CC1CN(C(=S)Nc2cccc(Cl)c2Cl)CC(C)O1 (centres undefined),i,i,i,i,i,i,i,i,i,i,-4.3
O=C(COc1ccc(C(F)(F)F)cc1[N+](=O)[O-])Nc1cccc(C(F)(F)F)c1,i,i,i,i,i,i,i,i,i,i,-11.3

# Next part:
SMILES,KCNQ1 act,MrgX1 allo act,ANO1 activ,TMEM16A inh,KCNK3 block,KCNK9 inh,MrgX1 agonist,RGS4 pot,RGS4 block,KCNQ1 inh,hERG rescue
COc1ccc(NC(=O)N(Cc2ccc3c(c2)OCO3)C2CC(=O)N(c3ccc(OC)cc3)C2=O)cc1 (centres undefined),i,i,i,i,i,i,i,i,i,i,-7.3
CCOC(=O)c1sc(NC(=O)Cc2ccc(C)cc2)nc1C,i,i,i,i,i,i,i,i,i,i,-17.8
CCCSc1ccc2nc(-c3ccccc3)cn2c1,i,i,i,i,i,i,i,i,i,i,-1.6
COc1ccc(S(=O)(=O)NC(C)C(=O)Nc2ccc3c(c2)OCO3)cc1OC (centres undefined),i,i,i,i,i,i,i,i,i,i,-0.9
CCC(CC)NC(=O)c1cc2c(C)nn(Cc3ccccc3Cl)c2s1,i,i,i,i,i,i,i,i,i,i,-2.6
O=c1[nH]cnc2c1cnn2Cc1ccccc1,nt,i,i,i,i,nt,i,nt,nt,nt,nt
O=C(CCn1nnc(-c2cccs2)n1)NC1CCCCC1,i,i,i,i,i,i,i,i,i,i,-2.4
CC1CCN(S(=O)(=O)c2ccc(C(C)C)cc2)CC1,i,i,i,i,i,i,i,i,i,i,-4.4
